GC-A act = GC-A (human) enzyme activation; activation, % at 10 µM; AID 1671463; 370,000 compounds, 0.14% hits; P16066; HEK293 GC-A cells, cGMP TR-FRET, EC30 ANP; 0% at EC30 ANP, 100% saturating ANP; in the data active = activation above about 40%
Target sequence (P16066 whole entry, looked up): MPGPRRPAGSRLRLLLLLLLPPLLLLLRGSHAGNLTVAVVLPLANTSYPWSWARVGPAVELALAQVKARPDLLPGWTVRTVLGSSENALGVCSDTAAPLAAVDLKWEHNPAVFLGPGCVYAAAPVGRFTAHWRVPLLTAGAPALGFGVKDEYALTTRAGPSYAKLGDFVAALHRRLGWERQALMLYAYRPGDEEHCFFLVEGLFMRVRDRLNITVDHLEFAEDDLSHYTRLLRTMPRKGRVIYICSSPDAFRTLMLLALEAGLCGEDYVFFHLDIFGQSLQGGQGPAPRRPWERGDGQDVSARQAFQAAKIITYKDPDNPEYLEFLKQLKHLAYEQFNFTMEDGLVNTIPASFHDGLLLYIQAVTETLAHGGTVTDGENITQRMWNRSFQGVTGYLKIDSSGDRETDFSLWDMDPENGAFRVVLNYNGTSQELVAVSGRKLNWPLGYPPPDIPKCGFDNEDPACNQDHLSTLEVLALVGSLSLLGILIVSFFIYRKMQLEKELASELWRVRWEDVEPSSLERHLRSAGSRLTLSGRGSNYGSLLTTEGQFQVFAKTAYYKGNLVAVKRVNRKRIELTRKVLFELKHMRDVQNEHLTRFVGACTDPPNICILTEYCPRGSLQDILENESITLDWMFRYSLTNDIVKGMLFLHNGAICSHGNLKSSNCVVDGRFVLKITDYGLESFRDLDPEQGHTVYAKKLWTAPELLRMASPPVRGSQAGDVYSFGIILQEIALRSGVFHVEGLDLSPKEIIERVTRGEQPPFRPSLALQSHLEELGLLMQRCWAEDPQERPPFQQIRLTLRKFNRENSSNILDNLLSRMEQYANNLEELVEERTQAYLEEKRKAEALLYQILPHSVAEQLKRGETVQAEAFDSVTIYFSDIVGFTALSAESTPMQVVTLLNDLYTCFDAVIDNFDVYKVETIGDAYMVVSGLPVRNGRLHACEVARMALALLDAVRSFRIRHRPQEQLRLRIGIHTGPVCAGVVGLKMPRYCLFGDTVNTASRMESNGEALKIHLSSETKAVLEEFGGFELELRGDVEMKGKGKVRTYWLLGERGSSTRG
ssDAF-12 act = S. stercoralis DAF-12 activation, primary screen; activation, % at 6.8 µM; AID 652126; HEK293 ssDAF-12/GRIP1 lit1-tk-luc reporter, luminescence; % of 3 µM dafachronic acid response; 370,000 compounds, 1% hits;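 active = activation above the mean over all tested compounds plus 3 SD, cut at about 0.9% in these data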;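 also: 0% = DMSO-only wells and 100% = 3 µM delta7-dafachronic acid wells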
SMARCA2 activ = SMARCA2 function activation, primary screen; MG213 cells, MMTV-luciferase reporter, dexamethasone, overnight; activation, % at 9.1 µM; 370,000 compounds, 1% hits; in the data active = activation above about 7.8%;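 also: 0% = vehicle wells and 100% = reference activator wells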
ADAM17 inh = ADAM17 inhibition, QFRET primary screen; inhibition, % at 6.95 µM; 370,000 compounds, 0.83% hits; recombinant ADAM17, EDANS/DABCYL FRET peptide cleavage; P78536;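 active = inhibition above the mean of compounds lying between control limits plus 3 SD, set per campaign, cut at about 8.5% in these data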;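 also: 0% = DMSO-only wells as the low control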
DAX1 inh-1 = blocks DAX1 repression of SF-1 activated StAR promoter | HEK293T StAR-luciferase reporter, SF-1/DAX-1 repression relief | inhibition, % at 6.8 µM | 370,000 compounds, 1.1% hits | AID 652010;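 active = inhibition above the mean over all tested compounds plus 3 SD, cut at about 3.6% in these data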;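 also: 0% = DAX-1 cells with DMSO and 100% = cells lacking DAX-1 with DMSO; higher inhibition means more luminescence from relief of DAX-1 repression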
PG9 binder = PG9 antibody binding by small molecule | TR-FRET gp120-PG9 antibody binding | inhibition, % at 6.7 µM | 360,000 compounds, 0.43% hits; in the data active = inhibition above about 8.5%
FXN GAA850 act = frataxin GAA850 promoter activation; HEK293 lucGAA850 FXN promoter luciferase reporter, 24 h; percent of 10 µM SAHA response; activation, % at 6 µM; 360,000 compounds, 0.56% hits;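 active = activation above the average of all compounds screened plus 3 SD, cutoff fixed separately per campaign, cut at about 7.5% in these data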;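 also: 0% = DMSO wells and 100% = 10 µM SAHA wells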
ADAM10 inh = inhibits human ADAM10; O14672; recombinant ADAM10, EDANS/DABCYL FRET peptide cleavage, 3 h; inhibition, % at 7 µM; 370,000 compounds, 0.62% hits; AID 720582;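 active = inhibition above a per-campaign cutoff equal to the mean of compounds falling between control-based bounds plus 3 SD, cut at about 20% in these data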;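 also: 0% = DMSO wells while the 100% control is not disclosed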
hgDAF12 agonist = agonists of H. glycines DAF-12 nuclear receptor; AID 687014; HEK293 GAL4-hgDAF12 UAS-luciferase reporter, agonist luminescence; normalized to butyrate control; 370,000 compounds, 1.8% hits; activation, % at 6.8 µM;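 active = activation above a cutoff set at the mean of all screened compounds plus 3 SD, cut at about 10% in these data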;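 also: 0% = DMSO wells and 100% = sodium butyrate wells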
hcDAF12 agonist = H. contortus DAF-12 activation, primary screen. HEK293 hcDAF-12 lit1-tk-luc reporter, luminescence; 0% DMSO, 100% Δ7-dafachronic acid. activation, % at 6.8 µM. 370,000 compounds, 1.4% hits;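 active = activation above the mean of all tested compounds plus 3 SD, cut at about 5.5% in these data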;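 also: 100% = response to 3 µM Δ7-dafachronic acid high control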
DAX1 inh-2 = inhibitors of human orphan nuclear receptor DAX1 (NR0B1). P51843. HEK293 Gal4-DAX1 luciferase reporter, luminescence. inhibition, % at 6.75 µM. 340,000 compounds, 0.99% hits. AID 504766;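 active = inhibition above the mean over all tested compounds plus 3 SD, cut at about 4.2% in these data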;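 also: 0% = DAX1-transfected cells with DMSO and 100% = empty-vector control cells with DMSO; inhibition shows as a rise in luminescence from relieved DAX1 repression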
Starred values were filed as active, the others as inactive; i = inactive; x = no result given. Compounds as they come. Share with any hit: about 6.8%.

SMILES	GC-A act	ssDAF-12 act	SMARCA2 activ	ADAM17 inh	DAX1 inh-1	PG9 binder	FXN GAA850 act	ADAM10 inh	hgDAF12 agonist	hcDAF12 agonist	DAX1 inh-2
CCOc1ccc(CCNC(=O)C2CCN(c3nnc(-n4cccc4)s3)CC2)cc1	4	-1.8	-4	-3	-1.3	2.3	0.5	-8	-4.1	-1.8	0.1
CN1CCN(c2ncc(CN3C(=O)c4ccccc4C3=O)s2)CC1	0	-1.1	1	-1	0.7	-0.7	0.2	6	2.5	-0.1	0.6
CC(=O)NC1(c2nnnn2CCOC(=O)Nc2ccc(Cl)cc2)CCCC1	-2	-1.2	-2	0	1.7	-1.2	0.1	2	-2.1	0.0	-2.5
Cc1ccc(N/N=C(\C#N)C(=N)N2CCCCC2)cc1	-2	1.2*	4	2	2.8	-3.5	1.7	1	19*	6.9*	7.4*
C(=N\N1CCN(c2ccccn2)CC1)/c1ccccn1	-4	1.1*	-1	3	1.6	-0.8	2.8	0	6.0	2.7	1.7
S=C(Nc1cccc(Cl)c1)N1CCN(Cc2ccccc2)CC1	1	-1.8	-1	-3	-0.4	-2.3	1.8	-7	2.2	1.8	-0.7
Cc1ccc2nc(CCc3ccc(N)cc3)[nH]c2c1	0	0.5	3	-2	1.0	-2.0	4.6	-4	11*	1.9	1.5
COc1cc(N/C(N)=N/c2nc(C)cc(C)n2)cc(OC)c1	-2	-1.4	-2	-10	-0.2	-0.1	-1.8	-21	-2.2	-3.2	0.9
CCn1c(SCC(=O)N2CCOCC2)nc(O)cc1=O	0	-0.8	-2	-1	0.1	-0.9	-0.4	-10	-4.1	0.1	0.0
C=CCn1c(SCC(=O)NC2CCCCC2)nnc1-c1sc(N)nc1C	0	-1.1	4	-1	0.1	-1.0	-0.4	7	-0.1	-0.9	0.9

Compound profiles, from the list above. Values in the order: GC-A act | ssDAF-12 act | SMARCA2 activ | ADAM17 inh | DAX1 inh-1 | PG9 binder | FXN GAA850 act | ADAM10 inh | hgDAF12 agonist | hcDAF12 agonist | DAX1 inh-2
Record of Cc1ccc2nc(CCc3ccc(N)cc3)[nH]c2c1 : 0 | 0.5 | 3 | -2 | 1.0 | -2.0 | 4.6 | -4 | 11* | 1.9 | 1.5
Record of C(=N\N1CCN(c2ccccn2)CC1)/c1ccccn1 : -4 | 1.1* | -1 | 3 | 1.6 | -0.8 | 2.8 | 0 | 6.0 | 2.7 | 1.7
Record of COc1cc(N/C(N)=N/c2nc(C)cc(C)n2)cc(OC)c1 : -2 | -1.4 | -2 | -10 | -0.2 | -0.1 | -1.8 | -21 | -2.2 | -3.2 | 0.9
Record of CC(=O)NC1(c2nnnn2CCOC(=O)Nc2ccc(Cl)cc2)CCCC1 : -2 | -1.2 | -2 | 0 | 1.7 | -1.2 | 0.1 | 2 | -2.1 | 0.0 | -2.5

Other records:
SMILES	GC-A act	ssDAF-12 act	SMARCA2 activ	ADAM17 inh	DAX1 inh-1	PG9 binder	FXN GAA850 act	ADAM10 inh	hgDAF12 agonist	hcDAF12 agonist	DAX1 inh-2
Cc1ccc(NC(=O)CCN2CCC(C)CC2)cc1	2	-1.1	0	4	0.0	0.0	0.8	11	1.3	3.0	-0.9
N#CC1=C(N)n2c(s/c(=C\c3cccs3)c2=O)=C(C#N)C1c1cccs1 (stereo not given)	26	0.9	-3	-5	-0.4	-0.5	0.5	-19	3.1	3.4	0.0
Nc1nc(CCl)nc(N(c2ccccc2)c2ccccc2)n1	3	-1.8	-4	-2	-1.6	-2.9	-8.3	-3	-5.2	-0.3	x
O=C(CSc1cccc[n+]1[O-])Nc1ccc(Br)cc1Br	0	-1.2	-4	0	-0.5	-1.4	-1.0	-5	0.7	0.6	0.1
O=C(NC1CC1)c1ccc2c(c1)N(Cc1ccccc1)CCS2	2	-1.6	-2	i	-4.5	0.8	0.9	i	1.5	0.8	-0.3
COc1ccc(C=O)c(-c2c(CCO)sc3ccccc23)c1	-2	-1.2	-2	1	-0.4	-0.6	x	2	-1.9	1.2	x
O=C(Nc1cc(C(F)(F)F)ccc1-n1cncn1)c1ccc(Cl)cc1	0	-1.4	1	-6	-1.0	1.1	-0.1	-2	-1.8	-2.7	-1.5
Cc1ccc(S(=O)(=O)CCc2ccncc2)cc1	1	-1.4	-1	1	-2.2	0.2	-1.8	-1	1.4	-1.4	1.6
COC(=O)N/N=C\c1ccc(OC(=O)c2ccco2)cc1	1	-1.3	-2	-4	0.1	0.0	2.4	2	1.3	-2.6	x
COc1ccc(OCC(=O)N/N=C2\CCc3ccccc32)cc1	0	-0.4	-3	1	0.2	0.4	1.3	6	-1.7	-0.5	0.9
O=C(Nc1ccccn1)C1CCN(S(=O)(=O)c2ccc(Cl)cc2)CC1	-3	-0.8	6	0	1.1	-1.1	1.5	-6	1.7	0.0	-1.4
COc1ccc(-c2nnc(SCc3nnc(-c4cccs4)o3)n2CC2CCCO2)cc1 (stereo not given)	0	-1.4	0	-1	-0.8	-2.6	0.6	2	-0.7	-2.3	-1.9
Cc1cccc(OCC(=O)Nc2ccc(S(=O)(=O)N3CCN(C)CC3)cc2)c1	-1	-0.8	-2	1	0.6	-0.8	1.4	-5	0.6	-1.1	0.5
CCOc1ccccc1NC(=O)c1cccc2c1C(=O)N(CCOC)C2	0	-1.9	5	2	-0.1	-0.2	0.8	-2	0.1	-4.9	-0.6
Cc1cc(=O)[nH]c(=S)n1-c1ccccc1	-1	0.9*	5	-1	2.1	-0.5	0.2	-3	9.2	2.1	0.0
COC(=O)C(NC(=O)c1ccccc1)(Nc1nc(C)cs1)C(F)(F)F (stereo not given)	0	-1.8	2	2	1.1	1.5	3.5	-2	3.6	1.0	0.3
CC1CC(Nc2ccccc2)c2ccccc2N1C(=O)c1ccncc1 (stereo not given)	0	-1.9	-4	-2	0.3	1.2	-1.3	4	-1.5	-1.8	-0.1
CC(NC(=O)c1ccc(N(C)C)cc1)C1CC2CCC1C2 (stereo not given)	1	-0.6	-3	-4	0.1	-1.5	1.8	1	0.4	-0.4	0.3
COc1ccc(Cl)cc1NC(=O)CC1CCCC1	1	-0.5	-1	0	0.0	-2.0	2.8	8	-1.8	-0.8	1.2
CCCn1c(C)cs/c1=N\C(=S)Nc1ccccc1	1	-1.3	0	1	-0.3	-0.2	-1.7	7	-1.5	0.5	-0.3
COCCN1Cc2c(sc(C)c2C)N(C(=O)c2ccccc2)C1	-6	1.7*	4	-3	1.8	1.8	1.0	-10	14*	9.2*	1.7
COc1cc(C2C(C(=O)c3cc4ccccc4o3)=C(O)C(=O)N2c2cc(C)on2)cc(OC)c1OC (stereo not given)	5	-0.5	3	3	-0.9	1.6	0.0	-3	1.9	0.8	0.6
Cn1c(=O)c2[nH]c(N3CCCCC3)nc2n(C)c1=O	7	-0.1	-1	2	0.0	-1.2	0.6	2	-0.9	0.2	3.2
CC(C)(C)c1ccc(C(=O)c2c[nH]c(C(=O)NCCCN3CCOCC3)c2)cc1	-1	-1.2	-4	-6	-0.9	3.9	1.1	-7	-0.1	-2.1	0.7
O=C(O/N=C1/CCCc2occc21)c1ccc(Cl)cc1Cl	2	-1.1	5	0	0.4	0.9	0.0	6	3.9	-1.6	6.8*
Cc1ccccc1Cn1ccc(NC(=O)CCSc2nc(-c3ccco3)cc(C(F)(F)F)n2)n1	-6	-1.7	-2	7	-0.3	-1.2	1.6	14	1.1	-1.6	0.8
COc1ccc(OC)c(S(=O)(=O)N(C)CC(=O)O)c1	2	-1.0	0	-2	0.2	-2.5	-1.4	-3	0.1	-1.1	0.7
N#C/C(=C/c1ccc(-c2ccc(S(N)(=O)=O)cc2)o1)C(=O)Nc1ccccc1	-8	-1.4	-1	-23	-1.3	-2.5	2.6	-79	0.4	-3.1	-2.1
Cc1ccc(NC(=O)c2c(F)cccc2Cl)cc1NS(C)(=O)=O	-2	-1.1	1	-2	0.2	1.0	-0.7	-6	0.5	0.7	-0.2
CC(=O)Nc1ccc(C(=O)NNC(=O)c2cccc(C)c2)cc1	1	-1.0	0	-5	0.5	-0.7	1.9	2	0.7	-1.4	0.8
CC(=O)NS(=O)(=O)c1ccc(N/C(N)=N/c2nc(C)cc(C)n2)cc1	7	-1.7	0	-3	-0.1	-0.3	0.4	-1	0.7	-0.7	-0.5
CC(C)(C)NC(=O)NC(=O)CN1CCN(S(=O)(=O)c2ccc3c(c2)OCCO3)CC1	0	-2.3	3	-1	-0.6	-1.2	0.9	6	0.5	-0.4	0.6
CSc1nc2sc3c(c2c(=O)[nH]1)CCCC3	6	0.4	2	-13	0.1	2.6	2.7	-22	-1.1	-2.5	-0.6
NC(=O)C1CCN(C(=O)CSc2ccccn2)CC1	4	-1.1	0	-1	-0.5	2.5	1.9	-5	1.6	-0.9	-1.1
Cc1ccc(C(=O)Nc2ccc(N3CCCC3)cc2)cc1	0	-0.2	-2	-1	2.5	-5.6	3.5	-9	12*	0.9	0.2
O=C(Nc1nc(-c2nc3ccccc3s2)cs1)c1ccco1	0	0.3	12*	-9	4.5*	-12	3.1	-33	19*	2.4	1.0
COc1ccccc1NC(=O)C1=C(C)NC(=O)NC1c1ccccc1F (stereo not given)	-1	-1.9	-5	-1	0.4	1.0	-0.2	-19	-3.3	-0.9	1.3
CCCCCCCC(=O)N[C@H]1CC[C@@]23CCCN2C(=O)CCC[C@H]3[C@H]1C	0	-1.8	x	2	x	x	x	4	-1.0	0.1	x
CCOc1ccc(N2C(=O)CC(Sc3nccc(C)n3)C2=O)cc1 (stereo not given)	0	-1.0	-2	2	-0.8	-1.9	1.3	12	0.0	-1.0	-0.8
COc1cc2c(c3c1c(=O)c1cccc(F)c1n3C)C=CC(C)(C)O2	3	-2.1	3	-26	-1.8	-0.3	x	-88	-3.8	0.3	x
COc1ccc(N2CCN(S(=O)(=O)c3c(C)nc4scc(C)n4c3=O)CC2)cc1	-5	-1.5	-4	1	-3.2	0.3	-0.1	-15	-3.9	-1.3	0.4
CC12CNCC(C)(CN(C(c3ccccc3)c3ccccc3)C1)C2	-23	-0.7	6	0	-0.5	1.0	-7.0	-1	1.5	-0.7	-0.3
CCOC(=O)C1CCN(C(=O)COC(=O)c2ccccc2C(=O)c2ccc(Cl)cc2)CC1	-1	-1.0	-3	1	-1.2	-1.9	2.4	1	-2.7	-3.2	1.7
CN(C)S(=O)(=O)N1CCC(Oc2cccc(C(=O)NC3CCOC3)c2)CC1 (stereo not given)	1	-0.8	2	-3	0.0	-1.6	-0.5	1	3.5	-0.1	0.6
C=CCN(CC=C)C(=S)NC(=O)/C=C/c1ccc(OC)cc1	-5	1.4*	-2	-3	-0.2	-0.1	3.3	-10	0.1	0.1	-0.6
Cc1ccc(NC(=O)c2cccs2)cc1S(=O)(=O)N(C)C	4	-1.1	1	-2	-0.9	-0.3	-0.8	-4	1.2	-0.7	-0.1
CN(Cc1c(C(=O)N/N=C/c2cccc(Cl)c2)nnn1-c1nonc1N)c1ccccc1	-2	-1.1	1	7	0.6	1.0	1.7	16	1.3	-0.3	0.6
O=[N+]([O-])c1ccc(COc2ccc(-c3[nH]ncc3-c3ccccc3)c(O)c2)cc1	-1	-1.1	-4	3	0.2	-1.2	3.2	5	2.4	1.3	-1.0

Screens as filed in PubChem.
